Source: PubChem
MmCpn inh: blocks the Methanococcus maripaludis chaperonin Mm-Cpn; purified Mm-Cpn ATPase, ADP Transcreener TR-FRET; Potency, µM (doses to about 76.9 µM), without a hit: at the highest dose activity, negative = inhibition, usual class: inhibitors; actives 0.031% (n = 330,000); AID 504842; also: potency is read from the fitted curve at half-maximal effect; % is scaled to controls: 0 for no effect and ±100 for the full control effect; nearly all actives have a fitted effect of over 80% in size
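Purified archaeal Mm-CPN (25nM final) preincubated 10 min at 37degC with compound, then 10uM ATP for 30 min at 37degC; ADP measured by HTRF Transcreener TR-FRET; buffer 30 mM TRIS pH 7.4, 100mM KCl, 5mM MgCl2, 1mM DTT.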
Akt phos inh: inhibitors of Akt phosphorylation | actives 0.32% (n = 360,000) | Neuro2A IGF-stimulated pAkt S473 HTRF, 20 min; hits give low values | activity change, % for hits at 50 µM; in the data active = activity change below about -80%; inconclusive = mostly about -51% to -80%; also: % is scaled to controls: 0 for no effect and ±100 for the full control effect
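Neuro2A cells (4,500/well, DMEM with 0.5% FBS) were treated with compound at a single 50 µM final concentration, stimulated with 6 nM IGF for 20 min at 37 °C, and lysed. Phospho-Akt Ser473 was read by HTRF as 665/615 ratio ×10^4.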
Nrf2 inh: inhibitors of Nrf2 signaling. actives 2.1% (n = 360,000). Potency, µM (series often up to 46 µM), inactives show at the highest dose activity change, negative = inhibition, hits mostly inhibitors. AID 504444. A549 ARE-Fluc reporter, luciferase luminescence, 18-24 h; also: potency is read from the fitted curve at half-maximal effect; % is scaled to controls: 0 for no effect and ±100 for the full control effect; nearly all actives have a fitted effect of over 60% in size
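Quantitative HTS in A549 cells stably bearing an antioxidant response element-firefly luciferase construct. Inhibition of Nrf2-driven transcription was scored by luminescence after 18-24 h of compound exposure at 37 °C.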
EPAC2 antag: blocks human EPAC2 exchange factor | EPAC2 GEF exchange of Rap1B-BODIPY-GDP, fluorescence | Potency, µM (top dose mostly 114 µM), without a hit: at the top dose activity, negative = inhibition, most hits filed as inhibitors | actives 0.18% (n = 360,000) | AID 720708; also: potency is read from the fitted curve at half-maximal effect; % is scaled to controls: 0 for no effect and ±100 for the full control effect; nearly all actives have a fitted effect of over 45% in size; many of its hits are not listed in these tables
Target sequence (Q8WZA2 whole entry, looked up): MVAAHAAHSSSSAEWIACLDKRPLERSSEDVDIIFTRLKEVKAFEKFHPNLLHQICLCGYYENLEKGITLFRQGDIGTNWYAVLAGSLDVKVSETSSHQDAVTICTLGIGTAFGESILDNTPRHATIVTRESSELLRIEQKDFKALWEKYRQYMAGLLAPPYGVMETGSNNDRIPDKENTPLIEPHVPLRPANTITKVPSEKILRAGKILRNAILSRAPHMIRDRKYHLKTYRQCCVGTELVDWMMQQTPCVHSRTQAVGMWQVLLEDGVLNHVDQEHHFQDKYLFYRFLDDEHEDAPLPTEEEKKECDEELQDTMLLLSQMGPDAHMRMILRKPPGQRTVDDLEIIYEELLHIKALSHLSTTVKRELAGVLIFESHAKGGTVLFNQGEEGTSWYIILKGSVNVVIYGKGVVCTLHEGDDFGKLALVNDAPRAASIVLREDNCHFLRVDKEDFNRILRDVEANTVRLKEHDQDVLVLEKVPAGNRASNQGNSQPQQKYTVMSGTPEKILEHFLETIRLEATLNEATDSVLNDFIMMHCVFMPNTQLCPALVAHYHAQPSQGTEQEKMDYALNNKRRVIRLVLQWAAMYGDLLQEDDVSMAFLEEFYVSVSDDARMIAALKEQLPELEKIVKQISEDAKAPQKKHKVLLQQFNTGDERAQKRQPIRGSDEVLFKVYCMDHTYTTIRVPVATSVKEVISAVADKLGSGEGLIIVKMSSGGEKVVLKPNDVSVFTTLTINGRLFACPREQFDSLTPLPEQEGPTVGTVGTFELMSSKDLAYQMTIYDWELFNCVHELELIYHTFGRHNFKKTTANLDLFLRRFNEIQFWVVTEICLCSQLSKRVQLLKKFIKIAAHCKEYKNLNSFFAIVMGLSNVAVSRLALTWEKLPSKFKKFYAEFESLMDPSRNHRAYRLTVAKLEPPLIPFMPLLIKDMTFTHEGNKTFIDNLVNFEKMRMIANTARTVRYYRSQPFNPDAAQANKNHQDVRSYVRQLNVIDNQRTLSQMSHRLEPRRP
CCT modulator: changes cytosolic chaperonin activity. actives 0.3% (n = 360,000). purified chaperonin ATPase assay, HTRF ADP detection, 30 min. AID 651819. activity change, % (no concentration beside the values), hits read low; in the data active = activity change below about -30%; also: % is scaled to controls: 0 for no effect and ±100 for the full control effect
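We incubate TRiC, 40 or 20 nM final, with library compounds at 76 uM and 10 uM ATP for 30 min at 37 °C. ADP formed is detected with Transcreener HTRF reagents after 30 min at room temperature.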
TGFb SMAD3 inh: inhibitors of TGF-b signaling. actives 1.2% (n = 410,000). Potency, µM (doses to about 46.1 µM), without a hit: at the highest dose activity, negative = inhibition, most hits filed as inhibitors. HepG2 CAGA-GFP TGF-b/SMAD3 reporter, GFP fluorescence, 18 h; TGF-beta stimulated, 500 pg/mL final; also: potency is read from the fitted curve at half-maximal effect; % is scaled to controls: 0 for no effect and ±100 for the full control effect; nearly all actives have a fitted effect of over 65% in size
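HEPG2 CAGA-GFP cells (1000/well, DMEM with 1% FBS) were pre-incubated 2 h at 37 degrees C, given compound by pin tool, then stimulated with TGF-beta at 500 pg/mL final for 18 h before per-cell GFP fluorescence imaging.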
EPAC2 agonist: EPAC2 (human) agonism. EPAC2 activation, biochemical qHTS; response scale: 100% = 6.5 mM cAMP response. Potency, µM (doses to about 154 µM), without a hit: at the top dose activation, usual class: activators. actives 0.079% (n = 360,000); also: potency is read from the fitted curve at half-maximal effect; nearly all actives have a fitted effect of over 50% in size
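Guanine nucleotide exchange by EPAC2 is measured as reduced fluorescence of BODIPY-GDP once it is released from 250 nM Rap1B. Plates are read kinetically for 30 min at room temperature; results are scaled to 6.5 mM cAMP.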
A549 tox: counter-screen for Nrf2 inhibitors: cytotoxicity in A549 cells | A549 ARE-Fluc cells, CellTiter-Fluor viability, 18-24 h | actives 0.16% (n = 390,000) | Potency, µM (titrated, usually from 46 µM), inactives show top-dose activity change, negative = cytotoxicity, hits mostly inhibitors | AID 504648; also: potency is read from the fitted curve at half-maximal effect; % is scaled to controls: 0 for no effect and ±100 for the full control effect
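A549 ARE-Fluc cells in 5% FBS OPTI-MEM, 5000 cells/well, rested 2 h then exposed to compounds in concentration-response for 18-24 h at 37 °C. Viability by CellTiter-Fluor fluorescence (Ex 405/Em 525) after 30 min; luciferase luminescence (BugLite, 15 min, RT) read afterwards.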
Nrf2 activator: Nrf2 pathway activation. AREc32 ARE-luciferase reporter (MCF7-derived line), luminescence, 24 h. Potency, µM (doses to about 46.1 µM), without a hit: top-dose activation, hits mostly activators. actives 0.31% (n = 410,000); also: potency is read from the fitted curve at half-maximal effect; % of control where 0% means no effect; nearly all actives have a fitted effect of over 65% in size
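For detection, Steady-Glo was added and plates sat 30 min at RT; before that, AREc32_Fluc cells grown overnight in OPTI-MEM/5% FBS had been treated with 23 nL compound for 24 hr at 37 deg C.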
* hit, by the source's call; i = inactive; ? = inconclusive; . = not tested or not shown; [ ] = another dose, or the depositor's remark. Unless noted, calls follow the shape of the dose curve; as a rule, active = well fitted curve in the direction sought with a large enough effect; inconclusive = small, poorly fitted or top-dose-only effect, or another doubt; inactive = no such curve, though single readings can be large; an effect the other way counts as inactive or inconclusive.

SMILES	MmCpn inh	Akt phos inh	Nrf2 inh	EPAC2 antag	CCT modulator	TGFb SMAD3 inh	EPAC2 agonist	A549 tox	Nrf2 activator
COc1cc(-c2nnco2)cc(OC)c1OC	0.3%	i	21.5%	1.7%	-2.1	-13.4%	1.9%	1.7%	-0.7%
O=S(=O)(Cc1ccccc1Cl)CC(O)COc1ccccc1Cl (centres undefined)	1.0%	i	-21.7%	-4.5%	-1.8	-23.5%	5.6%	0.8%	2.4%
COC(=O)Cc1c(C)nc2nc(-c3ccccc3)[nH]n2c1=O	-1.5%	i	18.8%	1.2%	-0.3	8.6%	-25.7%	-9.9%	2.7%
CSc1ccc(Cn2c(C)c(C(=O)NCc3ccc(C(C)C)cc3)sc2=O)cc1	.	i	.	0.2%	0.5	?	0.1%	.	0.8%
CCOC(=O)CCNC(=O)c1ccccc1Br	1.4%	i	13.8%	6.6%	-0.6	-8.2%	1.2%	-7.9%	0.6%
Cc1ccc(NC(=O)CN(C)C(=O)CN2C(=O)NC(C)(c3ccccc3)C2=O)cc1 (centres undefined)	-0.7%	i	1.7%	6.9%	-0.1	25.9%	4.8%	1.0%	0.3%
O=C(Nc1ccc2c(c1)OCCO2)C1c2ccccc2OCC(=O)N1Cc1ccc2c(c1)OCO2 (centres undefined)	.	i	.	-5.5%	0.5	.	8.5%	.	0.2%
O=C(c1ccc2c(c1)N(Cc1ccc(F)cc1)C(=O)c1ccccc1S2=O)N1CCC(Cc2ccccc2)CC1 (centres undefined)	.	.	23.1µM*	.	.	?	.	-24.2%	0.8%
COc1ccc(OC)c(CNC(=O)C2CCCN(c3nc4ccccc4o3)C2)c1 (centres undefined)	1.4%	i	20.5%	-3.0%	-1.8	-2.0%	9.6%	15.4%	-0.7%
Nc1cccn2c(-c3ccc(Cl)cc3)cnc12	-11.8%	i	?	-3.2%	-4.5	-16.4%	8.1%	6.0%	14.7%
Cc1ccc(NC2(c3nnnn3-c3c(C)cccc3C)CCCCC2)cc1	1.3%	i	7.9%	-12.2%	-1.7	?	8.0%	24.8%	8.4%
CCOC(=O)C1CCN(C(=O)COC(=O)c2ccc(=O)n(Cc3ccccc3)n2)CC1	-0.3%	i	5.8%	1.8%	-1.6	2.4%	-0.1%	-1.3%	-0.3%
O=C(O)C1CCCCC1C(=O)Nc1ccc(F)cc1F (centres undefined)	-1.4%	i	17.6%	2.2%	-1.3	-6.0%	0.0%	-0.2%	0.3%
CCc1ccc(C(=O)COC(=O)c2cnccn2)cc1	0.5%	i	4.4%	0.7%	-9.3	1.8%	1.1%	15.7%	0.2%
CCc1ccc(CNC(=O)c2ccc(Cn3c(=O)c4cccn4c4cccnc43)cc2)cc1	.	.	11.1%	.	.	-8.7%	.	0.3%	-1.3%
COc1ccc(C(=O)NCC(=O)Nc2ccc(F)cc2)cc1OC	-0.3%	i	?	-13.6%	0.2	0.2%	9.4%	5.9%	2.4%
O=[N+]([O-])c1ccc(C=NN2CCOCC2)s1	.	i	.	-19.0%	1.6	-5.4%	-5.5%	.	3.8%
CSCCCNC(=O)c1ccc(OC2CCN(CCc3ccccc3)CC2)cc1	1.6%	i	12.6%	-2.4%	0.0	-20.5%	-0.6%	-29.2%	8.0%
O=C(COC(=O)c1ccccc1O)Nc1cccc(S(=O)(=O)N2CCCC2)c1	-2.0%	i	3.4%	-2.5%	-0.2	13.5%	11.5%	0.0%	0.0%
Cc1c(Cl)c([N+](=O)[O-])nn1CCCC(=O)Nc1ccc(Cl)cc1Cl	3.1%	i	-6.7%	-5.5%	-3.3	0.0%	16.0%	10.4%	-0.3%
CCCCN(CC)C(=O)Cn1cc2c(n1)-c1c(oc(C(=O)N3CCCC3)c1C)CC2	.	.	?	.	.	?	.	-1.2%	-0.5%
Cc1cc(Cl)c(S(=O)(=O)NC2CCCC2)cc1OCC(=O)NC1CCCCC1	-0.1%	.	6.51µM*	-1.3%	2.9	0.0%	12.7%	-29.7%	0.1%
Cc1ccc(-n2c(-c3ccc(Cl)cc3)c[n+]3c2CCC3)cc1	0.6%	i	3.66µM*	15.7%	1.9	-21.0%	-2.5%	-15.5%	-0.5%
CCOC(=O)NN=C1CCC(c2ccccc2)CC1 (centres undefined)	1.4%	i	22.0%	-4.3%	0.2	19.8%	-1.5%	14.3%	1.6%
Cc1ccc(NC(=O)CSc2nc(C)c(C)c(C)n2)cc1S(=O)(=O)N1CCOCC1	0.8%	i	-11.5%	6.2%	1.4	-10.0%	0.7%	0.7%	-0.1%
COCCn1c(N)c(N(Cc2ccccc2)C(=O)c2oc3ccccc3c2C)c(=O)[nH]c1=O	4.0%	i	3.0%	13.6%	-0.9	0.0%	2.0%	4.4%	1.8%
CS(=O)(=O)N1CCC(C(=O)Nc2c(F)cccc2F)CC1	0.9%	i	6.6%	5.0%	-0.3	2.5%	2.2%	5.3%	-0.1%
O=S1(=O)CCC(N=Cc2ccc(-c3ccc(Cl)cc3)o2)C1 (centres undefined)	-3.0%	i	?	-11.7%	-1.8	-28.2%	6.8%	1.9%	5.7%
Cc1nc(N2CCCCC2)nc(N2CCCCC2)c1C=O	-2.1%	i	1.1%	?	-4.2	6.0%	8.9%	5.2%	-0.7%
CCOC(=O)[C@]12CCC=C1N(Cc1ccc3c(c1)OCO3)C(=O)[C@H](CC(=O)N1CCCC1)C2	.	i	.	2.3%	2.2	.	2.5%	.	-0.2%
COc1ccc(OC)c(NC(=S)NN2CCOCC2)c1	-0.4%	i	-25.3%	-7.1%	-1.0	0.9%	12.1%	-6.3%	-0.1%
COc1ccc(Nc2nc(N)nc(CSC(=S)N3CCN(C)CC3)n2)cc1	-1.4%	i	7.9%	11.5%	-3.6	1.3%	7.8%	-0.2%	2.8%
O=[N+]([O-])c1cc(Cl)cc(/C=N/Nc2nc3ccccc3s2)c1O	-0.5%	i	?	-9.6%	0.3	7.9%	-0.4%	?	?
O=C(CCCN1CCC(O)(c2cccc(C(F)(F)F)c2)CC1)c1ccc(F)cc1	1.4%	i	14.9%	0.0%	-1.0	15.7%	-0.1%	-10.4%	6.8%
O=C(COC(=O)c1cc(S(=O)(=O)N2CCOCC2)ccc1F)c1ccc[nH]1	1.8%	i	6.4%	2.3%	-1.7	8.1%	3.7%	1.4%	0.2%
CN(C(=O)c1cc2ccccc2oc1=O)C1(C)CCS(=O)(=O)C1 (centres undefined)	-2.6%	i	-9.1%	-2.1%	-0.7	5.5%	-1.0%	1.0%	0.4%[9.22 µM]
Cc1ccc(-n2c(SCC3CCCCO3)nnc2-c2ccco2)cc1 (centres undefined)	2.0%	i	-9.0%	-3.7%	-2.2	14.7%	5.1%	-3.7%	4.5%
CCCNC(=O)c1ccc(COc2ccc(C(C)(C)C)cc2)o1	2.4%	i	?	-13.3%	2.4	-2.3%	7.9%	8.2%	-0.1%
CCC(=O)C1CCCN(C(=O)c2ccc3nc(-c4cccc(OC)c4)oc3c2)C1 (centres undefined)	2.8%	i	?	-4.0%	-0.1	-13.7%	-0.4%	-12.7%	0.8%
C=CCn1c(SCC(=O)N(C)C)nc2cc(C(=O)O)ccc2c1=O	-0.5%	i	13.9%	4.5%	1.9	-1.6%	5.4%	0.3%	-0.8%
Cc1cccc(C)c1NC(=O)CCCCCNS(=O)(=O)c1ccccc1	-1.6%	i	-17.1%	13.0%	1.5	-2.2%	0.8%	-12.8%	3.3%
COc1ccc(-c2cc3ccccc3n2CC(O)CNC(CO)(CO)CO)cc1 (centres undefined)	-1.2%	i	7.6%	5.2%	-0.7	-6.2%	-5.7%	2.8%	3.3%
COc1cc(C2N(c3cccc(Cl)c3)C(=O)C3CCCN32)cc(OC)c1OC (centres undefined)	1.0%	i	0.9%	14.7%	-0.1	4.2%	7.8%	9.6%	-0.2%
CCN(c1ccc(OC)cc1)S(=O)(=O)c1csc(C(=O)N2CCCC2)c1	1.1%	i	17.0%	-27.1%	-0.4	5.0%	3.8%	2.7%	0.4%
NC(=O)CSc1nnc(-c2cc(-c3cccs3)nc3ccccc23)o1	-9.5%	i	?	-2.3%	0.7	1.4%	3.8%	-14.8%	4.2%
C/C=C/C(=O)N1c2ccc(C)cc2C(C)=CC1(C)C	-0.1%	i	?	?	3.6	-26.2%	7.0%	8.2%	0.2%
NC(=O)CC[C@@H]1NC(=O)[C@H](CO)NC(=O)c2cc([N+](=O)[O-])cc(I)c2NCCC[C@@H](C(N)=O)NC(=O)[C@H](Cc2ccc(O)cc2)NC1=O	1.0%	i	2.3%	-8.5%	-1.1	-23.0%	13.8%	-8.4%	-0.5%
CCC1CN(C(=O)N2CCC(C(=O)NCc3cc(OC)ccc3OC)CC2)c2ccccc2O1 (centres undefined)	.	.	21.1%	.	.	-26.8%	.	6.7%	3.2%
O=C(/C=C/c1ccccc1)NCCCNC(=O)/C=C/c1ccccc1	1.0%	i	8.8%	-7.8%	-1.3	?	-0.6%	4.4%	0.2%
CCCN(C)C[C@@H]1OCc2cnnn2CCCC(=O)N([C@H](C)CO)C[C@H]1C	.	i	.	1.4%	-0.3	-6.1%	16.7%	.	0.8%
O=C(CCN1CCCC1)Nc1cccc(Br)c1	0.5%	i	1.3%	-4.5%	1.8	3.3%	6.7%	-2.7%	0.2%
CC(NC(=O)Cn1c(=O)oc2cc(S(=O)(=O)NCc3ccccc3)ccc21)c1ccccc1 (centres undefined)	.	.	12.7%	.	.	-8.8%	.	-3.6%	0.3%

These rows are one share of the data, so the mix of outcomes need not match the whole.
